# RXFP1 antagonist – antagonists of human relaxin receptor RXFP1. Q9HBX9. HEK293-RXFP1, relaxin-stimulated cAMP HTRF, 30 min; active compounds read low. activity change, negative = inhibition, % at 57.5 µM. actives 0.59% (n = 350,000). AID 1259400;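 active = activity change of -60% or lower, but not beyond a set lower limit; inconclusive = change between -60% and -40%, or beyond the set limit; inactive = change above -40%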; note: % is set by controls: 0 for no effect and ±100 for the full control effect
# D2 PAM – positively modulates the human D2 dopamine receptor allosterically; P14416; HEK293 T-REx D2, calcium flux, EC20 dopamine potentiation; potentiation, % at 10 µM; actives 0.34% (n = 340,000);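 active = potentiation over 3 SD above the plate norm, cut at about 30% in these data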; note: 0% is about no effect
# Target sequence (P14416 whole entry, looked up): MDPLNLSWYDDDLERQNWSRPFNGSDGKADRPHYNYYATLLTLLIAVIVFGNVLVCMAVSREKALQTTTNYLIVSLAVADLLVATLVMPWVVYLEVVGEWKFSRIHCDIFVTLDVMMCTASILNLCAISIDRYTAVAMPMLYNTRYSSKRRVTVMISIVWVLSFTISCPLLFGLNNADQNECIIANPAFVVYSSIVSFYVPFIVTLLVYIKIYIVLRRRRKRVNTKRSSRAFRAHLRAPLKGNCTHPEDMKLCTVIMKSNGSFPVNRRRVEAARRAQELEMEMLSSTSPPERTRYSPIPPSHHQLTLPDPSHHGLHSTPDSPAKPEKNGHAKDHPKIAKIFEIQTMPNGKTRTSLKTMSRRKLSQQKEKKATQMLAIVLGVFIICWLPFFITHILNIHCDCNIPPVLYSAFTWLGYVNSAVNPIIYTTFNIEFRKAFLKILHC
#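 Tetracycline-induced Hek293 Trex D2 cells, force-coupled to calcium, loaded with no-wash calcium dye. Compound added with 180 s kinetic read for agonism, then EC20 dopamine and a further 180 s read for potentiation.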
# D1 ag – agonists of human D1 dopamine receptor; activation, % at 2 µM; P21728; HEK293 T-REx D1 cells, calcium flux, agonist mode; actives 1% (n = 360,000); AID 504660; in the data active = activation above about 30%; note: 0% is about no effect
# Target sequence (P21728 whole entry, looked up): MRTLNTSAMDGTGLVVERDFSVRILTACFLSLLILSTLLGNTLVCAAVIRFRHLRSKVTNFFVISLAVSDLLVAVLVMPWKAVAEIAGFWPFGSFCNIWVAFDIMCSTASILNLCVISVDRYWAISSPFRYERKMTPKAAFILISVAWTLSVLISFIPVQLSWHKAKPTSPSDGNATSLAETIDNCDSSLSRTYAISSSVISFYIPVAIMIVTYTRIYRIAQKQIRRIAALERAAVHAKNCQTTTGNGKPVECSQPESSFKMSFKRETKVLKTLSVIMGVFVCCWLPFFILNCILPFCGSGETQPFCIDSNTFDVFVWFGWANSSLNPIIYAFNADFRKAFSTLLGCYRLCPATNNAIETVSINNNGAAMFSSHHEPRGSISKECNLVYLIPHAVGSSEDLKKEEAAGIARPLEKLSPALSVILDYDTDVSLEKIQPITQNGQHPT
#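 Tetracycline-induced HEK293 TREx D1 cells, force-coupled to calcium signalling, were dye-loaded with a no-wash calcium kit. Compound was pin-added after a 10 s baseline. Fluorescence was read kinetically at 1 cycle/s for 180 s, with calcium rises flagged as agonism.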
# D1 antagonist – blocks dopamine activation of the human D1 receptor; P21728; activity change, negative = inhibition, % at 10 µM; HEK293 TREx D1 cells, calcium flux, dopamine EC80; active compounds read low; actives 3.2% (n = 360,000); in the data active = activity change below about -30%; note: % is set by controls: 0 for no effect and ±100 for the full control effect
#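 Inducible Hek293 Trex D1 cells (tetracycline, overnight, 30 C). Calcium dye 30–90 min RT. Antagonist mode: EC80 dopamine added after 180 s compound read.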
# RXFP1 agonist – activates the human relaxin receptor RXFP1 | HEK293T-RXFP1 cAMP TR-FRET, 30 min; response scale: percent of porcine relaxin response, buffer zero | Potency, µM (highest dose often 57.5 µM), for the others: at the highest dose activation, most hits filed as activators | actives 0.3% (n = 370,000); note: potency is the fitted concentration of half-maximal effect; % is set by controls: 0 for no effect and ±100 for the full control effect; nearly all actives have a fitted effect of over 60% in size; many of its hits are not listed in these tables
#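 HEK293 cells stably expressing RXFP1, treated 30 min at 37C with compounds plus PDE4 inhibitor Ro 20174; cAMP measured by HTRF TR-FRET. Normalized to buffer and 29 nM porcine relaxin; EC50 by Hill fit.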
# Vif-APOBEC3F blk – inhibitors of Vif-A3F interaction | HeLa A3F-eYFP + Vif (tagged APOBEC3F with the HIV-1 protein that degrades it), YFP fluorescence increase | Potency, µM (highest dose often 46.1 µM), for inactives: at the highest dose activity, negative = active | actives 0.2% (n = 390,000) | AID 602313; note: potency is the fitted concentration of half-maximal effect; % of control where 0% means no effect; nearly all actives have a fitted effect of over 65% in size
#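 HeLa cells stably expressing Vif plus C-terminally eYFP-tagged A3F were seeded, incubated overnight at 37 deg C, dosed with compound, incubated overnight again at 37 deg C. Yellow fluorescence (Ex 488/Em 500-530) reported blocked Vif-mediated A3F-eYFP degradation.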
# GRP78 ERSR act – inducers of ER stress response in human glioma cells. U87-MG GRP78 promoter luciferase reporter, 16 h. Potency, µM, for the others: at the top dose activation, most hits filed as activators. actives 0.02% (n = 420,000). AID 602332; note: potency is the fitted concentration of half-maximal effect; series mostly up to about 76 µM; % of control where 0% means no effect; nearly all actives have a fitted effect of over 35% in size
#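 ERSR induction read as luciferase luminescence (Bright-Glo, 10 min at room temperature) in stably transfected human U87-MG glioma cells exposed to compounds for 16 h, using GRP78 as sensor.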
# D1 potentiator – potentiators of human D1 dopamine receptor; HEK293 TREx D1 cells, calcium flux, dopamine EC20 potentiation; potentiation, % at 10 µM; actives 0.036% (n = 360,000); in the data active = potentiation above about 30%; note: 0% is about no effect
# Vif-A3G inh – blocks the Vif interaction with human APOBEC3G; Q9HC16; HeLa A3G-eYFP + Vif (tagged APOBEC3G with the HIV-1 protein that degrades it), YFP fluorescence, overnight; Potency, µM (series often up to 46.1 µM), for the others: at the highest dose activity, negative = active, usual class: inhibitors; actives 0.076% (n = 410,000);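 note: potency is the fitted concentration of half-maximal effect; % is set by controls: 0 for no effect and ±100 for the full control effect; nearly all actives have a fitted effect of over 60% in size; hits raise eYFP signal because A3G escapes Vif-driven loss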
#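 HeLa cells stably expressing Vif and C-terminally eYFP-tagged A3G, seeded overnight at 37 deg C, then exposed to compound by pintool overnight at 37 deg C. Rise in yellow fluorescence (Ex 488/Em 500-530, Acumen) marks blocked Vif-driven A3G degradation.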
# An asterisk follows results filed as active; ? = inconclusive; nt = not tested or not shown; & = joins results of further samples. Unless noted, calls come from the whole dose curve; as a rule, active = well fitted curve in the direction sought with a large enough effect; inconclusive = small, poorly fitted or top-dose-only effect, or another doubt; inactive = no such curve, though single readings can be large; an effect the other way counts as inactive or inconclusive. This is a subset; rates above refer to the full screens.
SMILES,RXFP1 antagonist,D2 PAM,D1 ag,D1 antagonist,RXFP1 agonist,Vif-APOBEC3F blk,GRP78 ERSR act,D1 potentiator,Vif-A3G inh
Cc1cccc(NC(=O)c2cc(NC(=O)c3ccco3)ccc2N2CCCCC2)c1,6,nt,0,1,?,-7%,-1%,0,-1%
COc1ccccc1/C=C/C(=O)NCC(=O)N/N=C/c1cccnc1,-1,-11,3,-18,-1.0%,2%,-2%,3,0%
Cc1cc(C)nc(Nc2nc3ccccc3s2)n1,-1,2,-2,-13,3.6%,-11%,9%,-2,-3%
N#Cc1nc(-c2cccs2)oc1NCc1ccccc1Cl,8,nt,nt,nt,7.2%,6%,2%,nt,-12%
COc1cc(Nc2nc3ccc(Cl)cc3n3cnnc23)cc(OC)c1OC,-6,5,1,11,-0.8%,1%,-4%,13,-5%
C=CCn1c(SCC(=O)Nc2nccs2)nnc1-c1cc2cccc(OC)c2o1,3,2,-1,4,0.5%,-11%,0%,4,-7%
COC(=O)c1c(C)oc2ccc(N(C(=O)Oc3ccccc3)S(=O)(=O)c3ccc(Cl)c([N+](=O)[O-])c3)cc12,nt,6,-1,-7,-1.3%,-1%,-3%,-4,0%
Cc1ccc(S(=O)(=O)NCC(=O)NC2CC2)cc1,0,9,2,2,0.2%,0%,0%,1,2%
O=C1OCCC1Sc1nnc(-c2ccco2)o1 (stereo not given),-1,nt,0,6,-1.0%,-15%,-4%,-1,-2%
O=C(Nc1c(C(=O)N2CCN(c3ccccc3F)CC2)oc2ccccc12)c1ccccc1F,-10,3,6,11,0.9%,1%,0%,0,2%
CC(=O)c1ccc(NC(=O)Nc2sc3nc4n(c(=O)c3c2C)CCC(C)CC4)cc1 (stereo not given),-11,-4,0,-5,5.4%,-16%,3%,-2,-13%
Cc1ccc(Cn2c(=N)c(S(=O)(=O)c3ccc(C)cc3)cc3c(=O)n4ccccc4nc32)cc1,-1,-22,6,0,1.0%,-2%,-2%,-7,0%
COc1ccc(C(=O)NCC(=O)OCC(=O)N2CCCc3ccccc32)cc1,-13,8,0,0,2.1%,-9%,-3%,2,6%
COc1ccc(/C=C2\SC(=O)N(CCc3nnc(N)s3)C2=O)cc1,16,18,7,3,2.8%,-1%,-12%,-4,3%
Cc1cc(C)n(-c2nc3ccccc3c3nc(C)nn23)n1,nt,10,0,-10,4.6%,-9%,-4%,-1,0%
CCn1c(CNC(=O)C23CC4CC(CC(C4)C2)C3)nnc1SC,-4,5,2,-9,-0.1%,7%,-4%,0,4%
O=C(N/N=C/c1ccccc1Cl)c1ccncc1,0,-6,0,7,1.8%,-3%,-2%,-5,2%
CC1(C)CC(=O)C=C(N2CCOCC2)C1,-13,25,2,-15,1.1%,1%,-5%,-2,-1%
CC(NC(=O)COC(=O)c1ccc2ccccc2n1)c1ccccc1 (stereo not given),-9,nt,nt,nt,nt,-14%,-5%,nt,-6%
O=C(CSc1nccc(=O)[nH]1)N1CCCc2ccccc21,11,-1,4,-7,-0.9%,3%,-3%,-3,0%
CCOC(=O)N1CCN(C(=O)C(C)(C)Oc2ccc(Cl)cc2)CC1,2,1,0,11,-0.6%,0%,-2%,1,0%
O=C(/C=C/c1ccc(Cl)cc1)c1cccnc1,nt,nt,2,5,1.8%,0%,-12%,-10,-30%
O=C(CSc1nc2ccc(NC(=O)CSc3nnnn3Cc3ccccc3)cc2s1)Nc1ccccc1,-9,7,0,-12,0.2%,-1%,-7%,-4,-1%
O=C(O)CCCC(=O)Nc1cccc(C(F)(F)F)c1,2,-3,1,-10,-1.3%,10%,-3%,-6,-1%
Cc1nnc(NC(=O)CN2C(=O)NC3(CCCC3)C2=O)s1,-3,13,-1,9,0.4%,0%,-1%,-7,-2%
CCCCn1c(N)c(N(CC)C(=O)c2cccs2)c(=O)[nH]c1=O,-29,nt,nt,nt,nt,-1%,-3%,nt,0%
O=C(Cc1cccc2ccccc12)NCC(=O)N1CCN(Cc2cccc(C(F)(F)F)c2)CC1,-2,-8,2,-28,0.1%,-3%,-4%,6,4%
O=C1c2ccccc2C(=O)N1CN(C(=O)COc1ccccc1)c1ccccc1,1,-2,2,-9,2.3%,5%,-2%,1,0%
CCc1ccc(OCC(=O)N/N=C\c2ccco2)c([N+](=O)[O-])c1,16,-7,1,-2,0.0%,3%,-1%,-5,0%
COc1ccccc1C1c2[nH]c3ccccc3c2C[C@H]2C(=O)N(C3CCN(Cc4ccccc4)CC3)CC(=O)N12 (stereo not given in full),-4,-5,0,2,0.0%,4%,-4%,4,3%
O=C(COC(=O)CCc1ccccc1)Nc1ccc(F)cc1Cl,-18,nt,0,5,-0.7%,-1%,-5%,4,0%
COc1ccc(OC)c(NC(=O)C2CCCN(S(=O)(=O)c3c(C)noc3C)C2)c1 (stereo not given),8,-15,0,13,-1.3%,-6%,-2%,5,1%
COC(=O)c1cc(S(=O)(=O)NCC2CCN(Cc3ccc(Cl)cc3)CC2)c[nH]1,8,-4,11,-17,2.3%,5%,-2%,-8,-1%
COc1cc(OC)cc(-c2cc3nc(C)c(CCC(=O)Nc4nc(C)cs4)c(C)n3n2)c1,nt,7,-1,0,-0.4%,0%,-10%,-2,2%
Cc1cc(C)cc(N(C(=O)CNC(=O)c2cccs2)C(C(=O)NC2CCCC2)c2cccnc2)c1 (stereo not given),24,nt,nt,nt,-1.9%,-1%,-4%,nt,2%
O=S(=O)(c1ccc(Br)s1)N1CCN(CCc2ccccc2)CC1,-5,7,10,-5,-1.4%,-7%,-5%,-2,1%
COc1ccc(/C=N/NC(=O)CNc2ccc(Br)cc2)c(C(=O)O)c1OC,1,-4,-2,-6,-2.3%,17%,0%,-4,1%
COC(=O)[C@@H](NC(=O)Nc1ccc2c(c1)OCCO2)C(C)C,-4,7,2,-13,-0.2%,-14%,0%,-4,3%
CCCCC(=O)N/N=C(/C)C1=C(C)C(C)(C)OC1=O,6,-1,2,-5,1.1%,3%,-4%,-3,0%
COc1ccc(N(CC(=O)N2CCCCCC2)S(C)(=O)=O)cc1Cl,-2,3,3,7,1.5%,2%,-7%,-3,0%
CC(=O)N1N=C(c2cccc(NS(C)(=O)=O)c2)CC1c1ccc2c(c1)OCO2 (stereo not given),1,17,4,-16,-0.1%,-1%,1%,-10,-5%
O=C(CN1C(=O)NC(Cc2c[nH]c3ccccc23)C1=O)NCCc1ccc(F)cc1 (stereo not given),-1,0,1,-3,3.7%,-1%,-6%,-1,0%
CCOCCn1c(CN2CCN(CCO)CC2)nc2c1c(=O)n(C)c(=O)n2C,-1,12,1,-11,8.0%,-3%,-4%,-3,-1%
O=[n+]1c2c(n([O-])c3cc(F)c(N4CCCC4)cc31)CCCC2,4,-1,26,7,2.0%,-6%,0%,1,-1%
CC1(C)NC(=O)N(CC(=O)N2CCN(S(=O)(=O)c3ccccc3F)CC2)C1=O,8,10,1,-2,0.6%,-15%,-5%,4,-3%
COc1ccc(/C=C/C(=O)c2ccc(OC)cc2OC)c(OC)c1,nt,16,1,-4,-0.2%,-4%,2%,-5,-13%
Cc1nn(C)cc1CN1CCC(n2nccc2NC(=O)CCCc2ccccc2)CC1,8,4,4,20,-0.4%,-4%,-4%,-3,2%
COC(CNC(=O)c1ccc(N2CCc3ccccc32)c([N+](=O)[O-])c1)OC,-14,-24,10,-31*,0.1%,-1%,-3%,-5,-3%
CC1=CC(C)[C@H](/C=N/n2c(=O)[nH]c3c([nH]c4ccc(C)cc43)c2=O)C(C)C1 (stereo not given in full),-23,nt,2,6,0.4%,-55%,-3%,-4,-8%
CCc1ccc(C(C)NC(=O)Cn2cnc3c(=O)n(C)c(=O)n(C)c32)cc1 (stereo not given),10,6,16,4,1.1%,-5%,-3%,1,1%
O=C(Cn1c(=O)oc2cc(S(=O)(=O)NCc3ccccc3)ccc21)N(CCO)Cc1ccccc1,-12,7,1,-13,3.0%,3%,-3%,-5,0%
COc1ccc(Br)cc1CN(C)CC(=O)Nc1cc([N+](=O)[O-])ccc1OC,-3,-16,6,-24,0.2%,7%,-3%,10,3%
COC(=O)CNC(=O)C1CCN(S(=O)(=O)c2cccc3nsnc23)CC1,0,1&-1,0&0,18&-5,0.7%&8.6%,10%&-2%,-3%&-2%,1&-2,3%&4%
N#Cc1ccccc1OCC(=O)Nc1nnc(C2CC2)s1,-4,0,0,9,0.6%,-2%,3%,0,0%
Cc1cccc(NS(=O)(=O)c2cccc(C(=O)NCC(C)(C)N3CCOCC3)c2)c1,-1,-8,2,-1,-1.0%,-2%,-4%,-1,-1%
CCN1CCN(CCn2c(=S)[nH]c3ccccc3c2=O)CC1,1,-18,-2,19,0.7%,0%,-6%,4,-4%
O=C(/C(=C/c1ccncc1)n1ccnc1)c1ccc(Cl)cc1Cl,1,14,1,-2,1.8%,-4%,8%,-11,-1%
Cn1ccc2cc(-c3ccc4ncnc(NCc5cccnc5)c4c3)ccc21,nt,nt,2,4,2.4%,nt,nt,0,nt
Cc1cc(C(=O)Nc2ccccc2Cl)n(-c2ccccc2)n1,-1,6,0,0,-0.5%,1%,-5%,-3,-8%
Cc1cccc(OCC(=O)OCC(=O)c2c(N)n(C)c(=O)n(C)c2=O)c1,-11,16,4,3,6.6%,-2%,-4%,-9,1%
c1cncc(Nc2nc(-c3ccncc3)cs2)c1,-6,-8,0,-2,1.1%,2%,-6%,-1,3%
COc1cccc2sc(N3CCN(C(=O)CCS(=O)(=O)c4ccc(F)cc4)CC3)nc12,-16,5,7,nt,3.2%,1%,-2%,-2,1%

# Assay outcomes (PubChem BioAssay)
